Screening results deposited in PubChem by several laboratories.
FXIIa inh 1536: human FXIIa protease inhibitors, primary screen, biochemical, 1536-well | 220,000 compounds, 0.3% hits | purified FXIIa, Boc-QGR-AMC fluorogenic substrate, 2 h | inhibition, % at 5 µM | Coagulation factor XII (Homo sapiens), P00748; in the data active means inhibition above about 40%;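 further: 0% = enzyme with no compound and 100% = blank without enzyme; many of its hits are not listed in these tables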
FXIa inh 1536: human FXIa protease inhibitors, primary screen, biochemical, 1536-well | inhibition, % at 5 µM | purified FXIa, Boc-Glu-Ala-Arg-AMC fluorogenic substrate | Coagulation factor XI (Homo sapiens), P03951 | AID 798, 2007 | 220,000 compounds, 0.14% hits;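 active means inhibition of at least 40%; inactive means inhibition below 40%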;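 further: fluorescence of freed AMC excited at 355 nm; 0% = enzyme without compound and 100% = no enzyme blank; many of its hits are not listed in these tables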
m-calpain inh: inhibitors of pig calpain II, primary screen, biochemical, fluorogenic peptide substrate, 1536-well | purified calpain II, 30 min | inhibition, % at 16 µM | 220,000 compounds, 0.37% hits | AID 1236, 2008;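 active means inhibition above about 50%, limit read from the data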
PERK inh: block of dimerizer-induced PERK translation repression, primary screen, PERK inhibitor project, CHO PERK-DD cells, SEAP luminescence, HTS; Eukaryotic translation initiation factor 2-alpha kinase 3 (Homo sapiens), Q9NZJ5; CHO PERK-DD fusion, SEAP luminescence translation reporter; inhibition, % at 5.6 µM; 220,000 compounds, 0.17% hits; AID 1416, 2008;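 active means inhibition above the mean inhibition of all tested compounds plus 3 SD, set separately per screening campaign, cut at about 2.9% in these data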;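 further: PERK kinase domain activated by AP20187 dimerizer at 100 nM; 0% = DMSO with dimerizer and 100% = rapamycin at 8.4 µM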
Target sequence (Q9NZJ5 whole entry, looked up, the tested form may be a part): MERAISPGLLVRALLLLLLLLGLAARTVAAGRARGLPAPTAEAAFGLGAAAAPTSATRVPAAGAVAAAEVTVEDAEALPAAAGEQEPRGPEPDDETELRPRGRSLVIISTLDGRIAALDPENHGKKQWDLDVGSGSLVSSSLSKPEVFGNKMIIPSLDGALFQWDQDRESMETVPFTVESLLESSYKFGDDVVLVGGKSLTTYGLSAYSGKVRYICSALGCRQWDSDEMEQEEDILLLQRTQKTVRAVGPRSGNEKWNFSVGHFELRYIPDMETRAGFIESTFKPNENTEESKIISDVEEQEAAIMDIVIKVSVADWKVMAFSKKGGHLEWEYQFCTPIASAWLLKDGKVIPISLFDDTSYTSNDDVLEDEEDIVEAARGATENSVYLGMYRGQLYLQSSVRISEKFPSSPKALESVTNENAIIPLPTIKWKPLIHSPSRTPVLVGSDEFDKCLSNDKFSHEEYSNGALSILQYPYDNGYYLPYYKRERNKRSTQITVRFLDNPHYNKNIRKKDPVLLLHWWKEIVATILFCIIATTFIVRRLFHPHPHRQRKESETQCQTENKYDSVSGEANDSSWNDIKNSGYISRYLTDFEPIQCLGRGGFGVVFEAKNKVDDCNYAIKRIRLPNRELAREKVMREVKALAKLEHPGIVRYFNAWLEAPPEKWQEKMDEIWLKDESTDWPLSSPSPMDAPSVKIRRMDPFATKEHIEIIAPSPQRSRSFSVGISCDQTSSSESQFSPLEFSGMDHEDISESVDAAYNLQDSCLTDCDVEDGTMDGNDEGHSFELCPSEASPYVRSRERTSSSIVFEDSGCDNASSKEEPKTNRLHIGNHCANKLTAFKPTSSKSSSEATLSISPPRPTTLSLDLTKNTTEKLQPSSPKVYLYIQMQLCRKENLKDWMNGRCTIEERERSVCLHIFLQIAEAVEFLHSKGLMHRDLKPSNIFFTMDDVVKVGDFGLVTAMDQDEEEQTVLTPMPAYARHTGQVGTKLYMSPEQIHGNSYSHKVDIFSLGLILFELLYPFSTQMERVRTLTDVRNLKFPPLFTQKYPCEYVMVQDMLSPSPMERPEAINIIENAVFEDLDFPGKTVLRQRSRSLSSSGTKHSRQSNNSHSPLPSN
Furin inh: human furin inhibitors, primary screen, biochemical, fluorescence intensity | purified furin, fluorogenic substrate cleavage | inhibition, % at 30 µM | 220,000 compounds, 0.061% hits | AID 463115, 2010; in the data active means inhibition above about 25%; further: inactives centre near -15
KLK5 inh: human KLK5 protease inhibitors, primary screen, biochemical, 1536-well. Kallikrein-5 (Homo sapiens), Q9Y337. recombinant hK5, fluorogenic AMC substrate cleavage. inhibition, % at 5 µM. 210,000 compounds, 0.59% hits. AID 873, 2007;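 active means inhibition of 40% or more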;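 further: 0% = enzyme controls without compound and 100% = no-enzyme blanks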
thrombin 1536: human alpha-thrombin inhibitors, primary screen, counter-screen for coagulation protease inhibitor project, biochemical, 1536-well, fluorogenic AMC substrate; 220,000 compounds, 0.26% hits; Boc-VPR-AMC fluorogenic substrate cleavage; Prothrombin (Homo sapiens), P00734; inhibition, % at 5 µM;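 active means inhibition at or above 40%; inactive means inhibition below 40%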;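 further: 0% = enzyme with no compound and 100% = wells without enzyme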
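Assay system: human alpha-thrombin enzyme. Reagent: Boc-VPR-AMC substrate, 15 µM final. Compound dosing: one concentration per compound, 5 µM, with 0.2% DMSO. Incubation: room-temperature reaction. Technique: AMC fluorescence, 355/460 nm. Measure: % inhibition relative to enzyme controls and enzyme-free blanks.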
Rad51 HR inh: human RAD51 strand exchange inhibitors, primary screen, biochemical, fluorescence; AID 1385, 2008; 200,000 compounds, 0.085% hits; inhibition, % at 10 µM; hRad51 DNA strand exchange, fluorescence dequenching; DNA repair protein RAD51 homolog 1 (Homo sapiens), Q06609;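 active means inhibition above 40% at the single screening dose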;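 further: 0% = DMSO control wells and 100% = blanks with heterologous ssDNA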
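material = hRad51 filaments on single-stranded DNA | timing = filaments 15 min 37 °C, then compound 30 min | signal = FRET fluorescence dequenching, excitation 485 nm, emission 520 nm | benchmarks = control wells and blank wells on each plate | evaluation = percent inhibition relative to plate controls and blanks | compound = 10 µM final, single point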
Cl transport mod: KCC2 cotransporter modulators, thallium flux, primary screen, cell-based, HEK293 KCC2, FluoZin-2 fluorescence, MLSMR. KCC2 cells, thallium flux FluoZin-2 fluorescence. B-score of Tl+ flux slope (higher = more flux/activation; lower = inhibition) at 10 µM. 190,000 compounds, 2.2% hits. Solute carrier family 12 member 5 (Homo sapiens), Q9H2X9. AID 1456, 2008;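 active means thallium flux slope and its plate-corrected score both differing from the plate sample mean at a set confidence after two filtering rounds, in either direction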;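 further: slope of fluorescence scaled to starting intensity during 10 to 20 s after thallium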
* = called active by the depositor; . = not tested or not shown; [ ] = remark or other dose. Some of the compounds tested; the hit share may differ from the screen's.

SMILES	FXIIa inh 1536	FXIa inh 1536	m-calpain inh	PERK inh	Furin inh	KLK5 inh	thrombin 1536	Rad51 HR inh	Cl transport mod
CCN(CC)CCNC(=O)c1ccc2c(c1)ncn2C1CCCCC1	13	-24	-5	-0.2	-22	4	1	-2	.
Cc1cnn(CCC(=O)NNC(=S)Nc2ccc(F)cc2)c1	14	1	-108	1.8	-14[20 µM]	-70	0	-1	0.23
CN(C)S(=O)(=O)c1cc(NC(=O)COC(=O)C2COc3ccccc3O2)ccc1Cl (stereo unspecified)	3	-4	-5	-0.1	-24	-3	.	-1	0.054
O=C(Nc1ccc(F)cc1)NC1CCCCC1	14	5	1	1.9	1[20 µM]	-3	-6	4	1.4
O=C1CCc2cc(S(=O)(=O)N3CCC(C(=O)NCCC4=CCCCC4)CC3)ccc2N1	5	-6	2	-0.4	-32	15	1	-1	.
Cc1ccccc1NC(=O)NCCc1ccc(Cl)cc1	-1	-8	2	0.4	-11	-11	-7	13	-0.48
CCCCCCC(=O)N1CCC(c2nc3c(nnn3Cc3ccccc3Cl)c(=O)[nH]2)CC1	0	7	33	-1.4	-12	-3	1	1	.
CCn1cc(C(=O)O)c(=O)c2cc(F)c(N3CCN(S(=O)(=O)c4ccc(Br)cc4)CC3)cc21	2	-1	-112	0.4	-18	-9	-14	-6	-0.21
CCNC(=S)Nc1ccc(OCC)cc1	24	12	20	-0.3	2	-8	15	-2	0.89
Cn1c(CSCc2ccccc2)n[nH]c1=S	6	5	-4	2.1	-10	-11	-9	13	-0.059
Cc1nnc(SCC(=O)N2CCCCCC2)n(N)c1=O	13	-2	-34	-0.1	-26	-1	-5	6	-0.16
CCc1nc(N)c(C#N)c(-c2ccncc2)c1C	14	7	-112	0.7	-7[20 µM]	-16	4	4	-0.1
CCN(CC)S(=O)(=O)c1cccc(-c2nnc(SC(C)C(=O)NCCC3=CCCCC3)o2)c1 (stereo unspecified)	-13	-8	15	-1.1	-7	8	-5	-1	-2.4*
Cc1c(N(C)C(=O)c2ccccc2F)c(=O)n(-c2ccccc2)n1C	12	4	11	1.8	-6	7	2	-9	1.1
CCCCN(C)C(=O)c1nc2ccccn2c1CNC1CCC1	9	-4	-19	-0.5	-18	3	-8	2	0.023
CN1CC(=O)N(C)c2ncn(Cc3ccccc3)c2C1=O	-8	-12	3	0.1	-16	9	-3	-8	0.3
CN1CCc2c(sc3c2C(=O)NC(c2cn(Cc4ccccc4)c4ccccc24)N3)C1 (stereo unspecified)	9	-4	-30	-1.1	-17[20 µM]	-5	-5	-37	0.38
CCOc1ccccc1OCC(=O)Nc1nnc(C)s1	-19	-24	21	0.1	-16	-1	-4	6	.
O=C(NCCCN1CCCC1=O)C1CCN(S(=O)(=O)N2CCOCC2)CC1	18	2	-21	0.8	-14[20 µM]	19	2	-4	1.3
CC(C)C(c1nnnn1C1CCCC1)N(C)C1CCCCC1 (stereo unspecified)	-1	-5	18	-0.6	-7	-25	-4	2	.
O=C(CSCC(=O)N1CCCc2ccccc21)Nc1nc(-c2ccccc2)cs1	13	7	1	0.7	-11	0	4	0	2.2
O=C(CNc1ccccc1)c1ccc([N+](=O)[O-])cc1	0	-3	4	0.1	-1	5	-14	4	0.0017
Cc1ccc(/C=C/c2ccc(=O)n(Cc3ccc(F)cc3)n2)cc1	-4	-4	-93	0.4	-24	-17	3	14	-0.041
O=[N+]([O-])c1cc(C(F)(F)F)ccc1-n1nnc2ccccc21	0	-6	6	0.1	-17	-10	-9	1	0.32
COc1ccc(-c2nnc(NC(=O)C(C)C)s2)c(OC)c1	-4	-13	-10	0.1	-17	-13	-11	.	1.7
CCOc1ccc(NC(=O)NC(=O)N(C)S(=O)(=O)c2ccc(C)cc2)cc1	6	-1	25	1.0	-34	-5	5	32	0.29
O=C(O)CSCC(=O)N1CCCN(c2nc3ccc(Cl)cc3s2)CC1	8	8	9	1.4	-29	10	0	13	0.75
C=CCn1c2ccccc2c2nnc(SCC(=O)Nc3cc(C)on3)nc21	20	-3	31	-0.9	-18[20 µM]	-21	2	0	.
O=C(CSC1CC(=O)N(CCc2ccccc2)C1=O)Nc1ccc(Cl)cc1 (stereo unspecified)	5	-2	3	1.1	-25	-3	-15	-1	-0.012
CCOC(=O)C1CCCN(CCC(=O)Nc2cc(C)cc(C)c2)C1 (stereo unspecified)	15	3	-6	0.6	-12	1	-7	-20	-1.1
CC(=O)Nc1ccc(N/C(C)=C/C(=O)c2cccnc2)cc1	11	3	6	0.7	-10	-12	-8	6	0.19
COC(=O)[C@H](Cc1ccccc1)NC(=O)NCCC1=CCCCC1	-1	-22	16	-0.4	-31[20 µM]	-21	-2	2	.
CCn1c(SCC(=O)NCc2ccco2)nnc1C(C)C	21	9	-21	1.2	-33	-9	6	-4	0.3
Cc1nc(Sc2nnnn2-c2ccccc2)c(C#N)c(C)c1C	9	-4	-15	-1.1	-22	-32	-7	3	.
Cc1ccccc1NC(=O)N1C2CCCC1CC(NC(=O)C1CC1)C2 (stereo unspecified)	29	21	-11	0.9	15[20 µM]	-28	1	-12	1.6
O=C(CC1CCCCC1)OCn1nnc2ccccc2c1=O	13	1	36	1.7	-14[20 µM]	5	-2	-1	.

Cl transport mod, hit marks shown above
Molecule	FXIIa inh 1536	FXIa inh 1536	m-calpain inh	PERK inh	Furin inh	KLK5 inh	Rad51 HR inh	Cl transport mod
CCN(CC)S(=O)(=O)c1cccc(-c2nnc(SC(C)C(=O)NCCC3=CCCCC3)o2)c1 (stereo unspecified)	-13	-8	15	-1.1	-7	8	-1	-2.4*

(list continues)
SMILES	FXIIa inh 1536	FXIa inh 1536	m-calpain inh	PERK inh	Furin inh	KLK5 inh	thrombin 1536	Rad51 HR inh	Cl transport mod
COc1ccccc1-c1c(C(F)(F)F)oc2cc(OC(=O)c3ccc([N+](=O)[O-])cc3)ccc2c1=O	9	-4	16	0.9	-9	4	1	3	-0.024
Cc1ccccc1OCC(=O)Nc1ccc2oc(=O)ccc2c1	8	-2	-36	0.8	-20	-8	4	-4	0.78
N/C(COc1cc(Cl)cc(Cl)c1)=N\O	0	-4	-17	1.0	-14	-6	-5	-4	0.79
Cc1c(S(=O)(=O)N2CCc3ccccc3C2)c(=O)n(C)c(=O)n1C	5	-5	7	-1.1	-17	-9	-6	5	1.2
O=C(Nc1ccccc1C(=O)NC(Cc1ccccc1)C(=O)NC1CCCCC1)c1ccccc1 (stereo unspecified)	-3	0	-6	0.1	-15	-23	-8	.	-0.78
O=c1[nH]nc(N/N=C/c2ccccc2OC(F)F)c(=O)[nH]1	4	3	12	1.4	15	-7	-8	19	-0.014
Cc1cccc(C)c1NC(=O)C(c1ccccc1)N1CCC1=O (stereo unspecified)	20	6	-3	0.7	-3[20 µM]	-12	4	-3	-0.46
Clc1cccc(CSc2nc3ccncc3[nH]2)c1	11	-1	-8	-0.7	-33	-1	-9	0	0.32
Cc1cc(C)c(-n2c(C)cc(/C=C3/NC(=O)NC3=O)c2C)c(C)c1	16	1	36	-0.1	-7[20 µM]	0	1	1	-1.3
Cc1ccc(Nc2ccc(N)cc2S(=O)(=O)O)cc1	1	8	-8	0.8	-13	-1	-2	-11	-0.24
CC1CCc2nc(NC(=O)CN3CCN(c4ccc(F)cc4)CC3)sc2C1 (stereo unspecified)	20	4	-7	0.0	-6[20 µM]	2	2	8	-0.77
CC1(C)CC(=O)C(C2=NC3(CCCCCC3)Cc3ccccc32)=C(O)C1	0	-2	12	-2.0	-5	0	-4	2	0.14
CN(Cc1ccccc1)S(=O)(=O)c1ccc(Cl)c(C(=O)O)c1	4	-1	0	2.6	-14	.	0	.	1.3
COc1ccc(/C=N/NC(=O)CNC(=O)c2ccc3c(c2)OCCO3)cc1OC	8	4	5	-0.3	-25	-5	1	.	0.18
CC(NC(=O)c1ccc2c(c1)OCCO2)c1ccc(S(N)(=O)=O)cc1 (stereo unspecified)	5	-1	-22	0.5	-23	-6	-3	17	.
Cc1ccc(C2CC(c3ccccc3)=NN2c2ccccc2)o1 (stereo unspecified)	-25	-10	-66	0.7	-38	-71	-18	4	-0.054
CCn1c2ccccc2c2cc(NC(=O)CN(C)CC(=O)Nc3ccc(N4CCOCC4)cc3)ccc21	1	-4	-55	-0.9	-16	-5	-1	5	-1.4
CCOc1ccc(-c2nnn(CC(=O)NCCc3c[nH]c4ccccc34)n2)cc1	16	0	1	0.8	-27[20 µM]	-8	-6	-1	.
COc1ccccc1CNC(=O)C1CCC1	4	6	16	0.1	-15	-3	-1	-4	0.11
O=Nc1ccc(NOC(=O)c2ccccc2Br)cc1	15	7	-6	0.7	6	-19	-2	4	-1.4
O=C(CSc1nnc(Cc2ccccc2)n1C1CCCCC1)N1CCOCC1	-1	3	0	-1.1	-23[20 µM]	0	-10	3	0.36
Cc1nc2nc[nH]n2c(=O)c1NS(=O)(=O)c1ccc(C(C)(C)C)cc1	5	-3	-20	0.9	-27	1	-10	2	0.24
O=C(Nc1ccc(N2CCOCC2)cc1)C1CCN(S(=O)(=O)c2ccc3c(c2)OCCO3)CC1	7	5	-21	0.1	-4	2	.	9	0.3
CC(=O)Nc1cccc(C(=O)/C=C/c2ccco2)c1	14	-3	-17	1.6	-32	0	-2	-4	0.01
CC1(C)CC2(CC(c3ccccc3)c3ccc(O)cc3O2)NC(=S)N1 (stereo unspecified)	5	-4	-45	1.4	-29	-3	-8	7	-0.073
CCOc1ccc(OCC)c(C2C(C#N)=C(N)N(c3cccnc3)C3=C2C(=O)CC(C)(C)C3)c1 (stereo unspecified)	13	2	-214	0.3	-13[20 µM]	-11	1	-9	-0.33
O=C(CN1CCCc2ccccc21)NC(=O)NCc1ccco1	-4	-9	2	-0.4	-28	8	-4	2	-0.32
CCC(Sc1nc(=O)cc(N)n1CCc1ccccc1)C(=O)Nc1cc(C)on1 (stereo unspecified)	12	7	-16	0.0	-26	-8	-1	0	1.8
NC(=S)NNC(=O)/C(=C/c1ccc(Br)cc1)NC(=O)c1ccccc1	6	-4	0	0.6	-36	-7	-26	3	-0.94
Cc1ccc(-c2nnn(CC(=O)N(c3ccc(F)cc3)C(C(=O)NC(C)(C)C)c3ccco3)n2)o1 (stereo unspecified)	11	-2	18	1.0	-11[20 µM]	-6	-2	8	-0.28
CCc1ccccc1N(C)S(=O)(=O)c1ccc2[nH]cc(C(=O)O)c(=O)c2c1	14	1	-32	1.1	-18	1	3	0	0.64
